Bioassay records as filed in PubChem BioAssay.
proCasp7 act – counter-screen: procaspase-7 (human) activation | P55210 | recombinant procaspase-7, Ac-DEVD-pNA absorbance 405 nm; D23A/D198A/D206A triple mutant, cannot self-cleave; scale: DMSO 0, 5 µM enzyme 100 | activation, % at 8.5 µM | 330,000 compounds, 0.093% hits;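 active means percent activation above the screen-wide mean plus 3 SD, cut at about 25% in these data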
Target sequence (P55210 whole entry D23A/D198A/D206A): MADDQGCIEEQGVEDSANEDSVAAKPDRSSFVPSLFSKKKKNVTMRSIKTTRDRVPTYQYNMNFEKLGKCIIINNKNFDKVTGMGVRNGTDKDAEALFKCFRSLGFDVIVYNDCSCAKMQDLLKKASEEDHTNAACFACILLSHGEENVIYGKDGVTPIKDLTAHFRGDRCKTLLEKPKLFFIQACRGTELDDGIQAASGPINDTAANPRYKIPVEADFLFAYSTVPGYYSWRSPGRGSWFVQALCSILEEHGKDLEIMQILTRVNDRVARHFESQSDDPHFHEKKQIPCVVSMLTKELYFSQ
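System: Uncleavable procaspase-7 mutant enzyme; Amount: 2 µM procaspase-7 mutant as dispensed; Schedule: 1 h compound preincubation, 2 h substrate cleavage, 25 °C; Measured by: 405 nm absorbance of p-nitroaniline; Evaluation: percent activation from buffer-corrected 0–120 min absorbance change; Control set: low DMSO alone, high DMSO plus 5 µM PC-7.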
JMJD2C inh – blocks human GASC-1 demethylase activity. 330,000 compounds, 0.069% hits. Q9H3R0. inhibition, % at 2.35 µM. GST-JMJD2C(1-420) H3K9me3 demethylation, DELFIA europium;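 active means more than half of a compound's replicate wells show inhibition beyond 50%, single wells judged on their own value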;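 further: signal counts dimethyl H3K9 product captured on neutravidin plate; 0% = median of DMSO wells and 100% = 0.3 times that DMSO median; strong numbers were not always called active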
Target sequence (Q9H3R0 1-420 limits assumed): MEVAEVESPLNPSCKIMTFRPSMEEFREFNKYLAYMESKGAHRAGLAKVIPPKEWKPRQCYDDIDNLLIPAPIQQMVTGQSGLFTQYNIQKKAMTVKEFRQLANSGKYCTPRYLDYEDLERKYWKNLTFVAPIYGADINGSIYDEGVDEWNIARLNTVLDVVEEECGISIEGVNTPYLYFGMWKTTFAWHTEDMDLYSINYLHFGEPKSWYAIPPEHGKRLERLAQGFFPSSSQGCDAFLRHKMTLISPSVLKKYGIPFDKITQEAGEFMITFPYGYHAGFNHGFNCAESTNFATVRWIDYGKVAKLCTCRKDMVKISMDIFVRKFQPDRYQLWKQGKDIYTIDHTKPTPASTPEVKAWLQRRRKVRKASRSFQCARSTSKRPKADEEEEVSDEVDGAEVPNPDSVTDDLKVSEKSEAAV
core dimer inh – HCV core protein dimerization inhibition; inhibition, % at 5 µM; TR-FRET GST/Flag-core106 dimerization, 1536-well; 300,000 compounds, 0.33% hits;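 active means inhibition above the mean of all tested compounds plus 3 SD, set per screening campaign, cut at about 45% in these data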
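System – GST-tagged and Flag-tagged HCV core protein residues 1-106 · Repeats – one well for each compound · Technique – TR-FRET 671 and 617 nm emission · Doses – one concentration, 5 µM, in 0.5% DMSO · Times – 4 h, 22.5 °C incubation · Also added – Eu donor and XL665 acceptor anti-tag antibodies · Measure – percent inhibition of core106 dimerization signal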
Efflux pump mplx – inhibitors of Candida antifungal efflux pumps expressed in yeast. S. cerevisiae Candida pump triplex, Nile Red efflux. inhibition, % at 10 µM. 330,000 compounds, 0.44% hits;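 active means plate passing quality check with inhibition over a set limit, or well fluorescence over plate mean plus 4 SD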;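 further: Nile Red retained in pooled yeast measured as flow cytometry median fluorescence; 0% = buffer negative control and 100% = Enniatin B positive control; higher means more Nile Red kept so more efflux inhibition; some compounds called inactive have numbers as strong as hits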
TPT1 inhibitor – C. albicans TPT1 enzyme inhibition | recombinant caTPT1, FP RNA substrate dephosphorylation | inhibition, % at 5 µM | 300,000 compounds, 0.81% hits | AID 1962;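 active means inhibition above the mean of all tested compounds plus 3 SD, set per screening campaign, cut at about 24% in these data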;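 further: plate controls were DMSO alone for no effect and ferristatin control at 100 nM for full effect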
PP1 inh – counter-screen for PP5 inhibitors: inhibitors of human PP1-alpha; AID 2235; P62136; purified PP1alpha, OMFP fluorescence; 320,000 compounds, 0.9% hits; inhibition, % at 6.7 µM;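 active means inhibition above the mean inhibition of all tested compounds plus 3 SD, computed separately for each screening campaign, cut at about 15% in these data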
Target sequence (P62136 whole entry, looked up): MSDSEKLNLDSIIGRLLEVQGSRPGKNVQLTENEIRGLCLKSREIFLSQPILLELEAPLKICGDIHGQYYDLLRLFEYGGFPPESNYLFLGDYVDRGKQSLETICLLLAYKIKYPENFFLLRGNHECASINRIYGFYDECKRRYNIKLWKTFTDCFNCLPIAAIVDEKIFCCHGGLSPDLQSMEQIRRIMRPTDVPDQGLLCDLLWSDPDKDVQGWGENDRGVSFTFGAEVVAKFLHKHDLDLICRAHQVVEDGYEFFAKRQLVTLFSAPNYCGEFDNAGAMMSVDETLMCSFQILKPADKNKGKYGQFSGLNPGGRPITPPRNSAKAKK
PP5 primary – PP5 (human) phosphatase inhibition; purified PP5c, OMFP substrate fluorescence; P53041; inhibition, % at 6.7 µM; 320,000 compounds, 0.18% hits;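 active means inhibition above the campaign's mean inhibition across all tested compounds plus 3 SD, cut at about 9.5% in these data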;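 further: 0% = DMSO only and 100% = 100 µM cantharidin control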
procasp3 activ – activates human procaspase-3; P42574; recombinant procaspase-3 D3A, Ac-DEVD-pNA absorbance 405 nm; activation, % at 8.5 µM; 330,000 compounds, 0.11% hits;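 active means activation above the mean of all tested compounds plus 3 SD, cut at about 21% in these data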;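 further: 0% = DMSO alone and 100% = DMSO wells spiked with extra 5 µM PC-3 D3A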
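Assay system: Autoprocessing-dead procaspase-3 D3A mutant enzyme; also added: Ac-DEVD-pNA; doses: one concentration, 8.5 µM nominal, 0.8% DMSO; times: 1 h compound preincubation, 2 h substrate hydrolysis at 25 °C; technique: 405 nm absorbance of p-nitroaniline, reads at 0 and 120 min; measure: % activation between DMSO and enzyme-spiked controls; repeats: single replicate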
CTSL1 counter – counter-screen for PFM18AAP inhibitors: inhibitors of F. hepatica cathepsin L1; recombinant F. hepatica cathepsin L1, Z-Leu-Arg-MCA fluorescence; inhibition, % at 5.96 µM; 300,000 compounds, 0.49% hits;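 active means inhibition above the mean of all tested compounds plus 3 SD, set per screening campaign, cut at about 17% in these data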;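 further: 0% = plate median of test compound wells and 100% = 1 µM Z-Phe-Ala-diazomethylketone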
Starred values were filed as active, the others as inactive; / = no result given; & = joins results of further samples. Rows are unselected; about 2.9% have a hit in one of these screens.

SMILES	proCasp7 act	JMJD2C inh	core dimer inh	Efflux pump mplx	TPT1 inhibitor	PP1 inh	PP5 primary	procasp3 activ	CTSL1 counter
CCN(CC)S(=O)(=O)c1ccc(N/N=C/c2ccc(O)cc2O)nc1	-6.3	-34.7	-9.8	0.1	-0.9	0.3	-0.5	1.8	1.6
Cc1ccc(-c2nnc(NCc3nc4ccccc4[nH]3)c3ccccc23)cc1S(=O)(=O)N(C)C	-7.9	1.2	3.9	0.3	-1.6	10.7	2.1	11.2	-1.4
CCOC(=O)c1cccc(NC(=O)C2CCCO2)c1 (configuration not stated)	3.1	6.0	-6.3	0.0	-5.9	-0.4	2.3	-15.8	1.6
O=C(CN1CCN(c2ncccn2)CC1)NCc1ccccc1	-3.0	9.5	0.4	0.0	-1.2	-2.6	-0.2	0.4	-4.0
COCCSc1nc(N)c(NC(=O)c2ccc(OC)cc2)c(=O)[nH]1	0.0	-1.3	-13.3	0.3	-14.5	-6.7	-0.3	4.1	-10.4
Cc1cccc2sc(NC(=O)C3c4ccccc4Oc4ccccc43)nc12	1.9	10.5	1.2	-0.1	0.0	1.3	2.5	6.0	4.5
COc1cc(-n2cnnn2)ccc1S(=O)(=O)N1CCOCC1	6.2	3.2	0.3	-0.1	-3.0	1.8	-0.1	-0.2	-1.5
CC1=C(C)CC(C(=O)NNC(=O)c2ccccc2O)C(C(=O)O)C1 (configuration not stated)	-0.7	1.0	0.9	0.0	-4.0	1.2	-1.0	-5.9	-3.2
CCOCCCN(C)C1CCN(C(=O)c2oc3ccccc3c2NC(=O)c2cccc([N+](=O)[O-])c2)CC1	10.6	7.4	-7.7	-0.1	-1.6	-3.0	1.5	-4.0	2.0
COc1ccc(CC(=O)Nc2cccc(-c3nnc(-c4ccco4)o3)c2)cc1	-8.3	-8.1	6.4	0.3	3.6	-1.1	3.9	-15.3	1.0
Cc1cc(OC(C)C(=O)NCC2CCCO2)cc(C)c1Cl (configuration not stated)	6.2	-2.6	1.2	0.6	0.9	-3.7	2.9	3.6	-0.4
COc1cc2cccc(OC)c(=O)c2c(OC)c1OC	-1.1	0.9	-6.2	0.2	-0.8	-2.4	2.6	9.4	3.3
Cc1c(C(=O)N(Cc2cccs2)C2CCS(=O)(=O)C2)oc2ccccc12 (configuration not stated)	-5.8	-3.2	2.2	0.0	1.1	-4.1	1.9	2.9	-2.5
O=C(CN(C(=O)CSc1nnc(COc2ccccc2)o1)c1ccc(F)cc1)NC1CCCCC1	-6.3	9.1	4.7	0.0	-0.9	1.8	0.9	-10.4	0.7
CC(=O)Cc1nsc(Nc2ccccc2)n1	-1.7	-7.0	-1.4	0.0	4.4	1.2	-1.4	3.4	2.3
O=C(O)c1csc(-c2cccc(Cl)c2)n1	-4.5	0.0	1.7	-0.1	-1.4	-1.9	-0.3	-6.0	-0.6
CCOC(=O)/C(C#N)=C/c1c(OCC)n(CC)c2ccccc12	-12.5	5.3	-6.4	-0.2	2.5	2.1	2.7	-12.8	4.0
COc1cccc(C(=O)NCc2ccco2)c1OC	4.8	5.0	-7.2	-0.2	-3.2	-1.0	1.5	5.7	1.4
CCOc1ccc(C(=O)NCC(=O)NNC(=O)CN(C)S(=O)(=O)c2ccc(Cl)cc2)cc1	6.7	45.6	-4.4	0.1	0.0	-7.9	1.7	1.5	2.5
CCOC(=O)CCC(=O)Nc1ccc([N+](=O)[O-])cc1C	0.7	46.9	-2.1	-0.3	4.5	-3.5	-1.5	-0.8	1.7
CNC(=O)CC(=O)Nc1ccccc1C(=O)O	-0.8	1.2	-1.9	0.2	1.1	-2.0	0.4	-3.7	-0.3
CC1=C(C(=O)OCC2CCCO2)C(c2coc3ccccc3c2=O)C2=C(CCCC2=O)N1 (configuration not stated)	-2.7	/	4.3	0.0	-0.4	-1.9	-4.0	4.8	0.3
COc1ccc(OC)c(NC2c3ccccc3C(=O)N2Cc2ccc3c(c2)OCO3)c1 (configuration not stated)	5.7	-6.3	7.1	0.0	2.0	5.3	3.0	2.4	1.6
Cc1cc(NC(=O)CCC(=O)N(c2ccccc2)C(C(=O)NC2CCCC2)c2cccs2)no1 (configuration not stated)	-15.5	8.4&12.2	8.6	0.2	-6.8	-0.9	2.7	-1.9	-4.0
O=C(CN(Cc1ccco1)Cc1cccs1)N1CCN(S(=O)(=O)c2cccc(F)c2)CC1	-6.2	1.0	/	0.1	/	-4.6	3.9	-5.4	/
Cc1cc(NC(=O)NC(C(F)(F)F)C(F)(F)F)no1	-1.4	-6.5	-4.7	-0.1	-3.1	-4.2	0.9	0.4	-2.4
COc1ccc(C(=O)c2cnc[nH]2)cc1OC	1.4	-3.5	-2.6	0.0	-3.5	-0.6	-1.8	-0.5	1.1
CCOc1cc(C#N)ccc1OCC(=O)N1CCN(C(=O)c2cccs2)CC1	7.1	-7.8	/	0.0	/	-1.9	0.6	-6.8	/
CCCCN(C)C(=O)c1c[nH]c2ccc(S(=O)(=O)N3CCOCC3)cc2c1=O	-3.5	-15.3	1.3	-0.1	2.9	0.3	0.3	-0.7	-1.7
c1ccc(-c2[nH]ncc2CN2CCc3ccccc3C2)cc1	0.5	-9.0	1.6	-0.1	-0.1	-3.6	1.2	-3.0	3.0
CC(C)(C)NC(=O)COC(=O)c1ccccc1Oc1ccccc1	0.3	-3.3	0.9	0.0	-0.4	1.1	2.6	3.6	-6.4
c1coc(-c2nnc(-c3cccs3)o2)c1	7.5	1.8	3.6	0.2	1.1	-1.2	-0.7	-1.8	2.9
COc1cc(Br)c(CN2CCCN(C)CC2)cc1OC	-3.3	10.2	4.9	0.0	-1.5	-3.0	2.3	7.6	1.2
CCN(CC)S(=O)(=O)c1cccc(C(=O)Nc2cccnc2)c1	-3.5	5.1	-0.4	0.0	1.9	-4.6	3.9	3.7	-1.1
COC(=O)c1c(-c2ccc(OC)cc2)oc2ccc(-c3ccc(OC)nc3)cc12	-5.1	-4.6	-4.3	0.3	-1.6	-3.5	0.9	-10.3	1.6
CC(C)Oc1ccc(/C(O)=C2/C(=O)C(=O)N(CCN(C)C)C2c2ccco2)cc1 (configuration not stated)	-45.9	-3.9	7.5	0.0	-0.6	-0.6	0.4	-18.8	-2.2
O=C(Cc1cccc2ccccc12)NN1C(=O)CSC1=S	1.3	/	4.4	0.0	1.4	-4.5	-2.3	-5.3	8.7
COc1ccc(C)cc1NC(=O)COC(=O)Cc1ccc(-c2ccccc2)cc1	1.8	-4.4	3.1	-0.3	-4.1	13.2	2.9	6.2	-4.4
COc1cccc(/C=N\NS(=O)(=O)c2ccccc2)c1OC	-6.3	0.1	9.0	0.0	-4.3	-4.8	1.1	0.9	1.1
CN(C)C=Nc1ccccc1C1C=NNC1=O (configuration not stated)	-1.2	-3.1	-14.9	0.0	4.9	-5.1	-0.3	-12.7	0.8
COC(=O)C1CCN(S(=O)(=O)c2ccc(NC(C)=O)cc2)CC1	-11.6	-4.4	-4.6	-0.1	-1.1	6.9	-2.1	-2.4	1.8
CCOC(=O)N1CCC(n2c(SCC(=O)Nc3nccs3)nc3ccsc3c2=O)CC1	0.5	-5.5	3.0	0.5	0.3	-2.5	0.2	9.3	0.0
CC(C)CC(NS(=O)(=O)c1ccc2c(c1)oc(=O)n2C)C(=O)NC1CCCc2ccccc21 (configuration not stated)	11.7	0.1	4.8	0.2	-0.7	-1.6	-1.6	6.2	2.7
O=C(Nc1cc2cc([N+](=O)[O-])ccc2oc1=O)c1cccs1	4.7	-10.0	0.0	0.0	0.1	-0.1	-0.3	6.1	1.1
NC1=NC2(CCCCC2)n2c(nc3ccccc32)N1	4.5	8.1	-6.4	-0.2	-1.6	3.9	0.8	0.8	4.9
CCCC(=O)NC(=S)Nc1sc2c(c1C(N)=O)CCC2	-16.0	0.1	-2.6	0.0	3.1	-4.5	0.6	-8.4	-0.6
COc1ccc(C(=O)COC(=O)c2ccc3ccccc3n2)cc1	0.2	1.1	1.4	0.0	-4.3	0.1	-0.2	-2.3	0.7
COc1ccc(NC(C)=O)cc1NC(C)C(=O)Nc1cccc(S(=O)(=O)N2CCOCC2)c1 (configuration not stated)	-4.3	8.8	/	-0.2	/	-0.1	-1.6	2.4	/
CCOC(=O)c1ccc2c(c1)nc(-c1ccc(F)cc1)c1nccn12	4.7	-4.4	-14.7	-0.1	-1.2	7.8	3.2	-3.1	2.7
Cc1ccc2nc(-c3ccc(N4C(=O)CC(N5CCC(C(N)=O)CC5)C4=O)cc3)sc2c1 (configuration not stated)	3.6	6.6	3.7	0.1	-0.8	4.5	-0.3	0.8	0.7
CC1(C)Cc2c(cnn2-c2ccc(F)cc2)C(NC(=O)CCC(F)(F)F)C1 (configuration not stated)	9.3	2.6	-3.0	-0.2	-0.5	-2.4	-0.5	-10.2	4.2
Cc1ccn2cc(-c3cccc(NC(=O)c4ccccc4)c3)nc2c1	6.3	-0.4	9.5	-0.6	1.7	-0.6	0.0	2.5	1.7
NS(=O)(=O)c1ccc(CCNC(=O)Cc2ccc(S(=O)(=O)N3CCOCC3)s2)cc1	0.3	-0.1	13.5	-0.2	3.5	-4.6	-2.0	13.0	-2.0
O=C(NCCc1ccccc1)c1nc(-c2cccs2)no1	7.2	9.1	-5.0	-0.1	-0.1	0.7	1.4	3.4	-2.6
O=C(NC1CC1)c1ccc2c3c(cccc13)CC2	2.2	3.3	5.7	-0.2	-1.2	-4.0	0.1	4.9	-0.1
CCCCN1C(=O)/C(=C(/C#N)C(N)=O)c2ccccc21	4.0	-34.0	-13.5	0.9	0.7	3.8	-6.4	-4.0	-7.6
CC(C)C(NS(=O)(=O)c1cccc2nsnc12)C(=O)N1CCc2ccccc2C1 (configuration not stated)	0.8	8.4	-2.8	0.2	-2.0	-2.8	-0.2	1.1	-0.4
COc1ccc(NC(=O)CCC(=O)Nc2nnc(C3CCCCC3)s2)cc1	-0.8	-1.3	4.1	-0.7	-0.6	-0.8	1.8	-2.8	3.7

Reprinted at random: three records from the list, in no set order.
SMILES	proCasp7 act	JMJD2C inh	core dimer inh	Efflux pump mplx	TPT1 inhibitor	PP1 inh	PP5 primary	procasp3 activ	CTSL1 counter
CCCCN1C(=O)/C(=C(/C#N)C(N)=O)c2ccccc21	4.0	-34.0	-13.5	0.9	0.7	3.8	-6.4	-4.0	-7.6
O=C(NC1CC1)c1ccc2c3c(cccc13)CC2	2.2	3.3	5.7	-0.2	-1.2	-4.0	0.1	4.9	-0.1
CC(C)C(NS(=O)(=O)c1cccc2nsnc12)C(=O)N1CCc2ccccc2C1 (configuration not stated)	0.8	8.4	-2.8	0.2	-2.0	-2.8	-0.2	1.1	-0.4
